Screening data as filed in PubChem.
Apaf1 inhib: blocks human Apaf-1 apoptosome activity. O14727. reconstituted apoptosome caspase-3 activity, DEVD-Rh110 fluorescence. inhibition, % at 20 µM. 0.71% of 330,000 active; active = inhibition of at least 40% at 20 µM;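 note: plate controls were DMSO wells for no effect and DEVD-CHO caspase inhibitor wells for full effect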
Target sequence (O14727 whole entry, looked up): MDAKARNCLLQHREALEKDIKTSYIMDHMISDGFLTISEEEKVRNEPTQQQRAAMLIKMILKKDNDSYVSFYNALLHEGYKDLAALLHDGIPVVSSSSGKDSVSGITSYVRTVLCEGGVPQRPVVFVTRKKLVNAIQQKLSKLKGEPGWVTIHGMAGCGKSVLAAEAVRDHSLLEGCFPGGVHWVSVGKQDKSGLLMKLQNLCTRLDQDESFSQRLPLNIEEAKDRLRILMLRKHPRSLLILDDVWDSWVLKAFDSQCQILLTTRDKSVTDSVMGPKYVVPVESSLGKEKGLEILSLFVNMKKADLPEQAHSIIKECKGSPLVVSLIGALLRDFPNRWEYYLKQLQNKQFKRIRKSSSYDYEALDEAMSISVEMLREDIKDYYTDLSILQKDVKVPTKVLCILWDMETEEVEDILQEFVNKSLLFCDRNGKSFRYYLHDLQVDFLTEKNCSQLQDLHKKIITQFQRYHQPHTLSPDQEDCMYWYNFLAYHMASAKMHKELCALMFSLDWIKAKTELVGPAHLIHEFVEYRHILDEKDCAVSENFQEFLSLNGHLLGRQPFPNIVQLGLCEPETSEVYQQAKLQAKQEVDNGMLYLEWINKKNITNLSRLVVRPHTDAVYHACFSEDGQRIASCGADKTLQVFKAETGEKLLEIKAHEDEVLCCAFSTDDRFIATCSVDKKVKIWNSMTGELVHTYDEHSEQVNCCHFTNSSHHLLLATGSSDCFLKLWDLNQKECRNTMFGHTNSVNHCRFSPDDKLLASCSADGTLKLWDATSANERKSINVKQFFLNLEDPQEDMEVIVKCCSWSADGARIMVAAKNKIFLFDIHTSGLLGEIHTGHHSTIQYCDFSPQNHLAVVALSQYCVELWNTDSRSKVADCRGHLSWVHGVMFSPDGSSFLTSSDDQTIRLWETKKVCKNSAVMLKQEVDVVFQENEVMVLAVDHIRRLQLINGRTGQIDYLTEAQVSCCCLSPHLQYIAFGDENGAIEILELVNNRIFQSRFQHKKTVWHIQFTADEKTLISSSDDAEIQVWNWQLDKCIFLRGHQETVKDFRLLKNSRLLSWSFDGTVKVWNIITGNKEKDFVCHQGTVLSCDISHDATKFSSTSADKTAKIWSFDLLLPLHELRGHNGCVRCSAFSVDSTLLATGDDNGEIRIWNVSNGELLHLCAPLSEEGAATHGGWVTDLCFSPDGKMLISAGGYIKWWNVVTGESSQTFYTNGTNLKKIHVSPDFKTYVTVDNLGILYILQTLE
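Medium: Hepes buffer, pH 7.5 / System: biochemical Apaf-1 apoptosome reconstitution / Measured by: Rh110 fluorescence, excitation 480 nm, emission 540 nm / Times: compound with Apaf-1, dATP, procaspase-3 30 min, then 50 min reaction, room temperature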
EBI2 block: EBI2 (human) antagonism. P32249. EBI2 beta-arrestin recruitment, luminescence, 7a,25-OHC stimulated. inhibition, % at 5 µM. 0.81% of 360,000 active; in the data active = inhibition above about 38%;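 note: enzyme fragment complementation signal reports receptor beta-arrestin coupling in cells; 0% = agonist plus DMSO wells and 100% = wells without agonist; some results beyond the cut were filed as inactive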
Jurkat NFkB inh: inhibitors of the PMA/ionomycin-induced NF-kB reporter in Jurkat cells; PMA/ionomycin-induced NF-kB luciferase reporter, luminescence; 0.53% of 330,000 active; inhibition, % at 4 µM
CCR6 antagonist: CCR6 (human) receptor antagonism; inhibition, % at 20 µM; 0.49% of 340,000 active; CHO-K1 CCR6 PathHunter beta-arrestin, luminescence, CCL20-stimulated;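 active = compounds whose inhibition of the agonist-driven luminescence signal at 20 µM reaches about 50%, limit read from the data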;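 note: cells stimulated with CCL20 at 14 nM final; plate controls were DMSO with CCL20 for no effect and DMSO without agonist for full effect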
SENP8 block: blocks the human protease SENP8. Q96LD8. purified SENP8, Z-RLRGG-aminoluciferin cleavage, luminescence. inhibition, % at 10 µM. 1.2% of 330,000 active. AID 2540
UBC13 polyUb: blocks human UBC13 polyubiquitin chain formation; P61088; TR-FRET; inhibition, % at 20 µM; 0.47% of 330,000 active; AID 485273; in the data active = inhibition above about 45%, passing the limit was not always enough
Gli-Sufu antag: blocks Gli-Sufu signaling in a luciferase reporter; Sufu-KO-LIGHT fibroblasts, Gli luciferase reporter luminescence; 0.74% of 340,000 active; inhibition, % at 5 µM; AID 588413;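 active = inhibition above about 55%, limit read from the data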;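 note: 0% = DMSO-treated cells and 100% = wells with medium but no cells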
697 NFkB inh: inhibitors of the PMA/ionomycin-induced NF-kB reporter in 697 B cells; 697 B-cell NF-kB luciferase reporter, 16 h; inhibition, % at 4 µM; 0.33% of 330,000 active; AID 435022; in the data active = inhibition above about 35%
Numbers without * were called inactive; / = no result given; & = joins results of further samples. Cut-off read from the data, not from the text of the source, unless noted: active = inhibition above about 50%; inactive = the rest. These rows are one share of the data; the hit share may differ from the screen's.

No.	Compound	Apaf1 inhib	EBI2 block	Jurkat NFkB inh	CCR6 antagonist	SENP8 block	UBC13 polyUb	Gli-Sufu antag	697 NFkB inh
1	N=c1n(CCO)c2ccccc2n1Cc1ccccc1Cl	19.5	-3.7	3.1	10.3	-6.0	-7.7	0.3	-18.6
2	CCCCc1ccc(NC(=S)NCc2cccc(OC)c2)cc1	22.3	3.0	-3.3	15.2	-2.0	-0.7	-4.1	-4.8
3	Cc1cc(NC(=O)c2ccc(S(=O)(=O)Nc3ccccc3)cc2)no1	9.6	-2.9	-0.8	23.9	5.5	0.0	1.8	-4.6
4	COc1ccccc1C1c2ccc3ccccc3c2Oc2ncn(CCCO)c(=N)c21 (stereo unspecified)	7.6	8.2	17.9	20.7	-13.7	31.4	17.8	-31.4
5	CCCCNC(=O)Nc1ccccc1C(=O)NCc1ccco1	-9.3	-12.4	2.8	4.4	-9.1	-4.5	1.2	14.2
6	COCCCNC(=O)CN(c1cc(C(F)(F)F)ccc1Cl)S(C)(=O)=O	-6.6	-14.7	10.5	10.2	-1.1	-3.4	-1.9	12.6
7	C[C@H](CO)N1C[C@H](C)[C@@H](CN(C)C(=O)Nc2ccccc2)Oc2ccc(NS(=O)(=O)c3ccc(F)cc3)cc2C1=O	3.7	-3.7	-0.2	1.8	2.8	5.7	2.6	3.5
8	CC(=O)N(C)c1ccc(NC(=O)/C=C/c2ccccc2Cl)cc1	9.7	5.1	-32.2	8.8	-6.6	0.2	-12.4	-12.2
9	CCCNS(=O)(=O)c1ccc(OCC(=O)NCc2ccc3c(c2)OCO3)cc1	-3.6	6.3	22.0	2.2	-6.7	-0.6	6.8	-35.1
10	CC(=O)Nc1ccc(S(=O)(=O)c2ccc(N)cc2)cc1	-5.6	2.4	11.3	-4.1	8.3	5.1	-0.5	-8.7
11	O=C(CN1CCOCC1)Nc1ccccc1Sc1ccccc1	10.8	-9.4	-3.0	0.0	-4.1	2.3	-2.1	9.1
12	Nc1ccc(S(=O)(=O)O)cn1	-9.8&-8.7&4.3	4.7&8.0&-7.0	2.8&-3.0&1.4	2.6&-7.7&9.9	3.4&2.2&4.4	12.8&-5.4&2.2	0.0&6.0&-6.0	7.2&22.6&2.4
13	COC(=O)c1cc2occc2n1CC(=O)Nc1ccc(C)cc1C	-7.2	1.0	17.6	19.0	1.9	2.9	0.9	14.5
14	O=C(C1CCN(Cc2ccccc2)CC1)N1CCCC1	5.9	0.3	1.1	-9.6	8.4	4.4	-12.0	2.2
15	CCCC(C)NC(=S)Nc1cc(C)cc(C)c1 (stereo unspecified)	13.7	-2.2	7.6	6.5	9.7	1.0	21.6	8.1
16	COc1cc(C(=O)O/N=C(\N)c2ccccn2)cc(OC)c1OC	-4.9	-3.0	2.4	9.5	7.1	4.6	4.3	-13.9
17	O=C(O)CNc1nc(-c2ccccc2)nc2ccccc12	-7.1	-3.7	-5.2	3.3	-7.9	-11.1	0.9	-3.1
18	COCCn1c(C)cc(C2=NNC(=NC3CC3)SC2)c1C	-9.5	-11.2	75.4*	9.2	81.9*	1.4	90.7*	68.4*
19	CCOC(=O)N1CCN(c2ncnc3c2[nH]c2ccc(F)cc23)CC1	0.2	4.0	26.3	11.4	-6.6	9.5	76.5*	19.3
20	Cc1cc(C)nc(SCC(=O)NN)n1	-0.4	5.3	1.6	-2.0	1.7	9.4	-2.5	1.8
21	O=C1CCN(Cc2ccccc2)CCN1[C@H](CO)Cc1ccccc1	0.7	3.6	-1.5	1.8	-5.3	-7.0	6.9	1.7
22	Cc1cc(C(=O)Nc2ccc3c(c2)OCCO3)c2ccccc2n1	-8.5	-8.5	1.6	2.0	2.6	1.0	7.8	12.8
23	CCOC(=O)C1CCCN(CCC(=O)Nc2cccc(F)c2)C1 (stereo unspecified)	-30.0	2.4	-6.0	6.0	3.4	6.3	6.2	0.4
24	Cc1c(Br)c([N+](=O)[O-])nn1C(C)C(=O)Nc1c(C)n(C)n(-c2ccccc2)c1=O (stereo unspecified)	-21.1	-18.1	-3.6	-4.7	-5.4	3.7	-5.8	16.6
25	O=C(CSc1nnc(-c2ccccc2)n1-c1ccccc1)c1cccs1	-1.3	2.8	0.9	23.4	-5.4	-18.8	-7.0	-37.5
26	CC(=O)Nc1cc(NC(C)=O)cc(C(=O)N2CCCC3CCCCC32)c1 (stereo unspecified)	-1.0	-2.0	1.4	11.1	4.8	-10.1	24.1	10.9
27	COc1ccc(NC(=O)c2cccc(C(=O)Nc3ccc(OC)cc3)n2)cc1	-9.3	/	20.8	/	-7.9	-12.6	/	-13.8
28	CCCCCCn1c(CN2CCN(Cc3ccccc3)CC2)nc2c1c(=O)n(C)c(=O)n2C	2.2	21.8	-9.2	10.2	-11.5	-1.8	14.6	-44.5
29	O=C(O)C(=O)Nc1nc(-c2ccc3c(c2)OCCO3)cs1	1.7	-7.6	-8.5	8.0	44.5	-1.7	2.7	-47.9
30	CCN(CC)CCN(C(=O)C1=COCCO1)c1nc2cc3c(cc2s1)OCO3	-19.5	-0.4	-13.7	10.6	3.0	7.9	-7.6	-1.9
31	COc1ccc(CN2C(=O)c3cccnc3C2=O)cc1S(=O)(=O)N1CCOc2ccc(Cl)cc21	-2.7	-4.9	-3.9	14.1	1.4	-9.8	-17.5	-9.4
32	Cc1ccc(-n2cc(C(=O)c3cc(Cl)ccc3O)cc(C#N)c2=O)cc1	13.4	-5.4	1.3	17.5	2.3	1.8	-2.6	-16.2
33	Cc1ccc(-n2nc3c(c2NC(=O)c2ccco2)CS(=O)(=O)C3)cc1C	-390.6	2.7	13.8	14.7	9.7	-16.5	0.4	6.2
34	CCOC(=O)c1c(C)[nH]c(C(=O)CN2C(=O)NC(C)(c3ccc(C)cc3)C2=O)c1C (stereo unspecified)	17.7	18.4	-5.7	-1.9	-1.0	6.3	3.8	-9.7
35	COc1ccc(C(=O)N2CCCC(Nc3ccc(F)c(F)c3)C2)c(OC)n1 (stereo unspecified)	-4.7	-9.2	-10.8	10.5	-8.3	10.0	-7.2	-1.6
36	CN(C)CCN1C(=O)c2oc3ccccc3c(=O)c2C1c1ccc(F)cc1 (stereo unspecified)	-14.1	-15.7	4.1	0.1	9.6	7.3	1.2	7.8
37	CC(C)NS(=O)(=O)c1ccc2c3c(cccc13)CC2	31.8	-17.9	1.4	7.4	9.1	12.5	6.1	-0.9
38	Fc1ccccc1CN1CCCC(NC2CCC2)C1 (stereo unspecified)	-3.8	-4.6	7.4	10.1	-0.6	4.4	/	-2.5
39	CC12CC3CC(C)(C1)CC(C(=O)NCc1ccco1)(C3)C2	1.9	-3.0	13.4	3.9	-1.3	3.7	2.9	9.3
40	Cc1ccc(-c2csc(N3CCC(NS(=O)(=O)c4ccc5c(c4)OCCO5)CC3)n2)cc1	6.1	16.9	19.6	-7.3	3.5	-0.6	42.1	-11.8
41	O=C1CC(N2CCC(O)(c3ccc(Cl)cc3)CC2)C(=O)N1Cc1ccc(N2CCCC2=O)cc1 (stereo unspecified)	-5.4	1.8	13.1	-0.5	3.3	4.3	13.6	9.7
42	CC(C)C[C@H](NC(=O)[C@@H]1Cc2c([nH]c3ccccc23)C2c3ccccc3C(=O)N21)C(=O)N1CCC[C@@H]1C(=O)O (stereo partly specified)	4.9	1.6	9.0	-7.8	-11.5	-24.1	3.5	5.4
43	COC(=O)c1ccc(Cn2nnc3c(=O)[nH]c(C4CCCN(S(=O)(=O)c5ccc(C)cc5)C4)nc32)cc1 (stereo unspecified)	26.8	16.3	8.0	14.0	5.9	-4.2	5.5	6.9
44	CNc1ccccc1C(=O)OC(C)C(=O)Nc1ccc(Cl)cn1 (stereo unspecified)	28.5	-4.9	-4.1	25.9	-15.9	11.9	-10.4	4.7
45	O=C(Nc1cccs1)Nc1cccnc1Cl	6.1	-3.0	-14.7	5.7	-11.6	2.7	19.2	-16.6
46	CC(C)c1nn2c(=O)cc(CSc3ccccc3NC(=O)c3ccccc3F)nc2s1	5.2	-5.3	1.1	10.2	-10.2	-4.1	10.5	-18.0
47	O=S(=O)(c1ccccc1)N1N=C(c2cccs2)CC1c1cccc(O)c1 (stereo unspecified)	11.9	5.0	15.2	1.6	0.5	-3.5	2.1	7.1
48	CC(C)(C)c1nc(NCCO)c2nnn(Cc3ccccc3)c2n1	13.9	2.4	9.2	8.4	16.9	6.6	3.6	-0.8
49	Cc1ccc(N(CC(=O)N/N=C/c2cc(C)n(-c3ccccc3C)c2C)S(C)(=O)=O)cc1	14.7	5.3	0.8	22.4	-4.1	6.5	39.0	14.4
50	CC[N+]1(CC)CC2=Cc3c(ccc4ccccc34)C(C)C2C1 (stereo unspecified)	1.6	1.4	-10.0	-7.7	2.9	-8.9	4.2	8.1
51	COc1ccc(NC(=O)CSc2nnc3ccc(-c4cccnc4)nn23)c(OC)c1	0.7	-5.9	-3.3	-13.7	-3.3	-4.1	-2.9	-5.5
52	Cc1nnc(SCC(=O)NCC2CCCCC2)n(N)c1=O	10.5	-11.9	-1.5	8.2	-3.3	-0.3	3.5	18.7
53	CCNC(=S)N1C2CCC1CC(NC(=O)Nc1ccc(C(=O)OCC)cc1)C2 (stereo unspecified)	-1.6	-2.1	-5.6	-20.9	2.0	-2.9	-1.4	13.9
54	Cc1c(Cl)cccc1NC(=O)CSc1nc(=O)n(CCCN2CCOCC2)c2c1CCC2	1.5	1.1	3.2	12.4	1.3	2.9	7.3	5.0
55	CN1C(=O)C2(OCCCO2)c2cc(Cl)ccc21	-1.7	-3.9	6.5	13.8	-6.1	1.8	10.6	-2.7
56	CC(=O)C1=C(O)C(=O)N(c2cccc(C(=O)O)c2)C1c1ccc(F)cc1 (stereo unspecified)	-8.5	-5.3	-4.1	4.2	-3.9	-4.4	-2.9	-3.7
57	C[C@]12c3[nH]c4cc(-c5ccco5)ccc4c3CCN1C(=O)[C@@H](CC(=O)NCCC1=CCCCC1)C[C@@H]2C(=O)N1CCCCC1	30.1	27.1	/	17.6	/	/	10.7	0.9
58	CC(C)c1ccccc1-n1c(SCC(=O)N2CCN(c3ccccc3)CC2)nnc1-c1cccnc1	13.2	6.3	9.3	0.4	3.4	8.9	3.0	6.2
59	CCC(O)CNc1nc(-n2nc(C)cc2C)nc2sc3c(c12)CC(C)(C)OC3 (stereo unspecified)	7.1	8.1	1.1	-0.7	1.8	-10.0	35.9	0.7
60	C#CCOCCOCCOCCNc1nc(N2CCN(C(=O)[C@H](CCC(=O)O)n3cc(C(N)CO)nn3)CC2)nc(N2CCN(C(=O)[C@H](Cc3ccc(O)cc3)n3cc(C(N)CC(C)C)nn3)CC2)n1 (stereo partly specified)	3.4	/	0.3	/	-3.6	1.6	/	9.3
61	COCCCn1c(SCC(=O)NC2CCS(=O)(=O)C2)nnc1-c1ccc(Cl)cc1 (stereo unspecified)	37.5	-1.5	-7.3	-3.6	0.9	9.3	-1.5	10.3
62	C/C(=N\NC(=O)c1cc(-c2cccs2)nc2ccccc12)c1ccccn1	4.7	66.0*	55.1*	29.3	2.0	3.8	93.5*	25.1
63	O=c1c2ccccc2nc2n1CC/C2=C/N1CCN(c2cccc(C(F)(F)F)c2)CC1	6.1	-9.7	8.4	3.3	-3.1	-1.1	9.6	10.9

4 of the compounds above, with two lines to a compound:
Every second line gives: Apaf1 inhib	EBI2 block	Jurkat NFkB inh	CCR6 antagonist	SENP8 block	UBC13 polyUb	Gli-Sufu antag	697 NFkB inh
52: Cc1nnc(SCC(=O)NCC2CCCCC2)n(N)c1=O
 : 10.5	-11.9	-1.5	8.2	-3.3	-0.3	3.5	18.7
55: CN1C(=O)C2(OCCCO2)c2cc(Cl)ccc21
 : -1.7	-3.9	6.5	13.8	-6.1	1.8	10.6	-2.7
46: CC(C)c1nn2c(=O)cc(CSc3ccccc3NC(=O)c3ccccc3F)nc2s1
 : 5.2	-5.3	1.1	10.2	-10.2	-4.1	10.5	-18.0
59: CCC(O)CNc1nc(-n2nc(C)cc2C)nc2sc3c(c12)CC(C)(C)OC3 (stereo unspecified)
 : 7.1	8.1	1.1	-0.7	1.8	-10.0	35.9	0.7
